LDHA block – blocks human lactate dehydrogenase A; P00338; purified LDHA, NADH/diaphorase-resazurin fluorescence; stronger effect = lower value; activity change, % (values are at about 110 or 230 µM); actives 0.15% (n = 480,000); in the data active = activity change below about -30%;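 note: plate controls were DMSO wells for no effect and wells without enzyme for full effect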
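Enzyme activity of human lactate dehydrogenase 5 (2 nM; 0.06 mM NADH, 0.2 mM pyruvate, 5 min, RT) is measured via a resazurin/diaphorase fluorescence readout of residual NADH.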
* = called active by the depositor.

SMILES | LDHA block
C=CCN1C(=O)S/C(=C\c2cn(CC(=O)OCC)c3ccccc23)C1=O | 0
CCOc1cc(COC(=O)c2cccc(S(=O)(=O)N3CCOCC3)c2)ccc1OC(F)F | 10
COC(=O)c1cn(CC(=O)Nc2ccccc2)c2ccccc12 | -5
OCCCNC(=S)Nc1ccc(Br)cc1 | 3
CC1(C)CC(NC(=O)Nc2ccc(OC(F)F)c(Cl)c2)CC(C)(C)N1 | -4
COCCCNC(=O)c1cc2cc(C)ccc2nc1C | 3
CC(=O)c1cccc(NC(=O)CSc2nnc3ccc(-c4ccc5c(c4)OCO5)nn23)c1 | 5
CCN(CC(=O)NC)S(=O)(=O)N1CCC(C)CC1 | 7
CCOc1ccc(C(=O)NC(C(=O)NOC)C(C)C)cc1 (stereo not drawn) | 4
COc1ccc(-c2cc(C(=O)N(Cc3ccc(Cl)cc3)Cc3ccco3)no2)cc1 | -3
O=C(NC1CCCC1)c1cc(-c2ccncc2)nc2c(Cl)cccc12 | -2
CC(=O)Nc1ccc(/C=C/C(=O)N(C)C(C)c2ccc(C)s2)cc1 (stereo not drawn) | 4
Cc1ccc2oc(=O)c(S(=O)(=O)c3ccc(F)c(C)c3)cc2c1 | 2
CC(Oc1cccc(Br)c1)C(=O)NNC(=O)c1ccc2c(c1)NC(=O)CCS2 (stereo not drawn) | 10
C=C(C)COc1ccc2c(C)c(CC(=O)Nc3ccc4c(c3)OCO4)c(=O)oc2c1 | 10
COc1ccc(Oc2coc3cc(OCc4ccccc4C)ccc3c2=O)cc1 | -13
Cc1cc(C)c2oc(-c3cccc(NC(=O)c4ccccc4[N+](=O)[O-])c3)nc2c1 | -3
Cn1cnc2c1c(=O)n(CCCSCc1cccc(Br)c1)c(=O)n2C | -1
O=C(COc1ccc(Br)cc1)N1CCC(c2nc3ccccc3o2)CC1 | 5
Cc1ncsc1C(=O)NCc1cccs1 | -7
Cc1sc(NC(=O)c2ccc(C(C)C)cc2)c(C#N)c1C | -9
CC1CCN(C(=O)c2cc3c(F)cccc3s2)CC1 | 8
O=C1/C(=C/c2cccnc2)Cc2c(Cl)cccc21 | 0
COCC(C)n1c(C)cc(C(=O)Cn2cnc3scc(-c4ccc(C)s4)c3c2=O)c1C (stereo not drawn) | 0
Cc1nc2nc(SCC(=O)NC3CCCC3)nn2c(C)c1Cc1cccc(Cl)c1 | 4
(next part)
SMILES | LDHA block
O=C(NCc1ccccc1)c1cc(-c2cccnc2)nc2ccccc12 | 10
COc1cc(CN(C)C(=O)c2cc3ccccc3oc2=O)ccc1OC(F)F | 2
O=C(Nc1ccc2c(ccn2CCN2CCOCC2)c1)C1CC1 | -4
CCCCN1C(=O)c2ccccc2NC1c1ccc(OC)c(COc2ccc(NC(C)=O)cc2)c1 (stereo not drawn) | 2
Cc1ccccc1Cn1nc(C)c(NC(=O)NC2CCCC2)c1C | 0
CC1CCC(C(=O)NC(C)c2ccccc2)CC1 (stereo not drawn) | 1
O=C(Cn1nc2c(cc1=O)CCCC2)Nc1cc(C(F)(F)F)ccc1Cl | 11
CCCN(CC(=O)N(C)Cc1ccsc1)Cc1ccccc1 | 4
O=C(CN1C(=O)c2ccccc2C1=O)Nc1cnc2ccccc2c1 | 5
COc1ccc(C(=O)CCC(=O)OCC(=O)c2ccc3c(c2)OCCO3)cc1 | 5
CN(C)C(CNC(=O)CCc1ncc(-c2c(F)cccc2F)o1)c1ccco1 (stereo not drawn) | 5
COC(=O)[C@]12CCCCC=C1N(Cc1cccc3ccccc13)C(=O)[C@H](CC(=O)NCc1cccc(C(F)(F)F)c1)C2 | 2
OCc1cccc(Nc2ncnc3ccccc23)c1 | 2
Cc1ccc(Cn2c(=O)n(CCCC(=O)NCc3ccc4c(c3)OCO4)c(=O)c3ccccc32)cc1 | 10
COc1cc(C=O)cc(Cl)c1OCc1cccc(C(=O)O)c1 | -22
COC(=O)COc1ccc2c(=O)c(-c3ccc(Cl)cc3)coc2c1 | 4
COCCn1cc(C(=O)NCCc2ccc(S(N)(=O)=O)cc2)ccc1=O | -6
C/C=C/CN(Cc1ccco1)Cc1cccs1 | 0
O=C(Nc1ccc(Cl)c(C(F)(F)F)c1)c1ccc(Cl)c(Cl)c1 | 12
Cc1ccc(NC(=O)C(C)OC(=O)C2=CN3CCS(=O)(=O)N=C3C=C2)cc1 (stereo not drawn) | 3
CC(NC(=O)C1CCCC(C(F)(F)F)C1)c1cccc(C(F)(F)F)c1 (stereo not drawn) | 4
O=c1c2cnc(N3CCCCC3)nc2ccn1-c1ccccc1F | 15
N#Cc1c(N)n[nH]c1CCCNC(=O)c1cc2ccccc2cc1O | 40
COc1ccc(OC)c(NC(=O)C2CC(=O)Nc3c(-c4ccc(F)cc4)cnn32)c1 (stereo not drawn) | -2
COc1cccc(Cn2ncc3c4sc(SC)cc4n(C)c3c2=O)c1 | -2

Part of the list above, reformatted:
Structure,LDHA block
COC(=O)COc1ccc2c(=O)c(-c3ccc(Cl)cc3)coc2c1,4
COc1ccc(OC)c(NC(=O)C2CC(=O)Nc3c(-c4ccc(F)cc4)cnn32)c1 (stereo not drawn),-2
Cc1ccccc1Cn1nc(C)c(NC(=O)NC2CCCC2)c1C,0
CC(NC(=O)C1CCCC(C(F)(F)F)C1)c1cccc(C(F)(F)F)c1 (stereo not drawn),4
COc1cc(C=O)cc(Cl)c1OCc1cccc(C(=O)O)c1,-22

Additional structures follow:
SMILES | LDHA block
CC(=O)NC(=S)NNC(=O)c1ccc(C(C)(C)C)cc1 | -4
CC(C)(CNC(=O)CCCNC(=O)C1CC1)c1ccccc1 | 0
Cc1ccc(C)c(NC(=O)COc2ncnc3ccccc23)c1 | 13
O=C(CCCN1C(=O)NC2(CCCC2)C1=O)Nc1cnc2ccccc2c1 | 15
COc1ccccc1Oc1c(C)oc2cc(OC(=O)C3CC3)ccc2c1=O | 3
CC(=O)Nc1ccc(Sc2ncccn2)cc1 | 1
Cc1cccc(N(C)C(=O)Cn2nc(-c3ccc(Br)cc3)ccc2=O)c1 | 4
CCOc1cc(C2CC(=O)N3CN(c4ccccc4)CSC3=C2C#N)cc(Br)c1O (stereo not drawn) | 16
COc1ccc(OC)c(-n2cnc3cc(C(=O)NC4CC4)ccc3c2=O)c1 | 12
COc1cccc(CN(Cc2ccco2)c2cnc(S(C)(=O)=O)nc2C(=O)Nc2ccccc2)c1 | 8
NC(=O)C1(N)CCOCC1 | 1
Cc1cccc(/C=C/C(=O)O)c1C | 0
CCOP(=O)(OCC)c1nc(-c2ccc([N+](=O)[O-])cc2)oc1NCc1ccc(F)cc1 | 1
CC(=O)Nc1ccc(NC(=O)C(C)OC(=O)c2ccccc2-n2cnnn2)cc1 (stereo not drawn) | -16
N/C(CN1CCCC1)=N\O | 5
O=C1c2ccccc2NC(c2cccc(Br)c2)N1CCCN1CCOCC1 (stereo not drawn) | -2
Cc1cc(C)c(NC(=O)COc2ncnc3ccccc23)c(C)c1 | -1
COc1ccc(CCN2C(=O)c3ccccc3C2c2nnnn2Cc2ccccc2)cc1OC (stereo not drawn) | 6
Clc1cccc(-c2noc(CSc3nnc(C4CC4)n3-c3ccccc3)n2)c1 | 9
O=C(OCc1nc2ccccc2o1)c1cc(S(=O)(=O)N2CCCCC2)ccc1Cl | 2
CCOc1ccc(/C=C/C(=O)Oc2ccc(Br)cc2)cc1 | -14
CCOC(=O)c1cc(NC(=O)c2cc(Br)cc(C)c2OC)ccc1N1CCOCC1 | 0
CCOC(=O)C1=C(C)N(c2ccc3c(c2)OCO3)C(=O)NC1c1cccc(F)c1 (stereo not drawn) | -3
O=C(Nc1ccccn1)c1sc2ccc([N+](=O)[O-])cc2c1Cl | -5
Cc1ccc(S(=O)(=O)N2CCC(=O)N([C@H](COCc3ccc(Cl)c(Cl)c3)Cc3ccccc3)CC2)cc1 | -2
(more compounds)
SMILES | LDHA block
COc1ccc(CNC(=O)N2CCN(S(=O)(=O)c3c(Cl)cccc3Cl)CC2)cn1 | 4
FC(F)(F)c1cccc(NC(=S)NCCc2c[nH]c3ccccc23)c1 | 0
CCCCSCC(=O)NC12CC3CC(CC(C3)C1)C2 | 11
COc1cccc(CNC(=O)Cn2nc(C(=O)O)c3ccccc3c2=O)c1 | 1
Cc1oc(-c2nc(C#N)c(NC(C)C)o2)cc1S(=O)(=O)N(C)C | -2
N#Cc1ccccc1CN1CCc2cc(S(=O)(=O)N3CCOCC3)ccc21 | -19
CC(NC(=O)CNC(=O)c1ccc(N2CCCC2=O)cc1)c1ccc(Cl)cc1Cl (stereo not drawn) | -2
CC(C)CCn1nc(C(=O)NCc2ccc(Cl)cc2)c2ccccc2c1=O | 3
CC(C)c1ccc2oc(=O)cc(CN3CCC4(CC3)OCCO4)c2c1 | -7
COc1ccc(C)cc1NC(=O)CC(C)(C(=O)O)c1ccccc1 (stereo not drawn) | -10
Cc1nc(NCc2ccc3c(c2)OCO3)c2c3c(sc2n1)CCCC3 | -6
Cn1c(=O)c2c(nc(Nc3ccc(Cl)cc3Cl)n2CC(=O)O)n(C)c1=O | -1
O=S(=O)(c1cc(F)cc(F)c1)N1CCN(Cc2ccc3c(c2)CCO3)CC1 | 1
COc1ccc(Br)cc1/C=C/C(=O)O | -4
CC(C)NC(=O)c1ccc2c(c1)nc1n2CCN(Cc2ccccc2)C1 | -7
Cc1nc2ccc(NC(=O)c3ccc4c(c3)NC(=O)CS4)cc2s1 | -3
Cc1ccccc1C(=O)NC(NC(=O)c1ccccc1C)c1ccccc1F | -20
Cc1[nH][nH]c(=O)c1C(c1ccc(OCc2c(F)cccc2Cl)cc1)c1c(C)[nH][nH]c1=O | 33
CC(=O)Nc1ccc(C(=O)NC(CC(=O)O)c2ccc(C(C)(C)C)cc2)cc1 (stereo not drawn) | 5
Cc1ccccc1-c1nc(C#N)c(NCCCN(C)C)o1 | 9
Cc1ccccc1OCC(=O)Nc1cc2c(cc1S(=O)(=O)c1ccc(F)cc1)n(C)c(=O)n2C | 3
CCn1c(CNC(C)c2ccccc2)nc2cc(S(=O)(=O)N3CCOCC3)ccc21 (stereo not drawn) | 2
CCOc1ccc(-n2nnc(C(=O)NCc3ccco3)c2N)cc1 | -5
N#Cc1ccccc1-c1ccc(CSc2nnnn2-c2cccc(F)c2)cc1 | 0
CCN(CC)S(=O)(=O)c1ccc(-c2nc(C#N)c(N(C)Cc3ccccc3)o2)cc1 | 6
Following part
SMILES | LDHA block
Cc1oc(-c2ccccc2)nc1CN1CCCC1c1nnc2ccccn12 (stereo not drawn) | 4
COCC(=O)NC1CCN(Cc2nnnn2-c2ccccc2)CC1 | 5
CC(N)c1ccc(C(=O)O)o1 (stereo not drawn) | -7
CCCCc1ccc(NC(=O)CSc2nnc(-c3cc(-c4ccccc4)n[nH]3)n2N)cc1 | 5
CCCC(=O)N1CCCN(CC(=O)Nc2cccc(F)c2)CC1 | -3
CC(Oc1ccc(-c2ccccc2)cc1)C(N)=O (stereo not drawn) | -1
CSc1nc2ccc(S(=O)(=O)NCc3ccccc3)cc2s1 | 0
O=C(Cn1nc(-c2ccccc2)c2ccccc2c1=O)N1CCCCC1 | 5
O=C(/C=C/Nc1ccc(Oc2ccccc2)cc1)c1ccc(Br)cc1 | -2
COc1ccc(C)cc1NC(=O)Cc1nc(-c2cccs2)oc1C | 7
CC1(C)CC(NC(=O)/C=C/C(=O)NC2CC(C)(C)NC(C)(C)C2)CC(C)(C)N1 | -2
CC(C)(C)c1cc(NC(=O)c2cccc(Br)c2)no1 | 3
Cc1cccc(C)c1NC(=O)C(c1ccc(C(F)(F)F)cc1)n1c(=O)c(-c2ccco2)nc2ccccc21 (stereo not drawn) | 4
CCc1ccc(N2C(=O)c3c(C(=O)OC)ncn3CC2(C)C(=O)NC2CCCCCC2)cc1 (stereo not drawn) | 4
COc1ccc(CC(=O)NCc2cccc(C(F)(F)F)c2)cc1 | 2
COc1ccc2oc(=O)c(S(=O)(=O)N3CCC(C)CC3)cc2c1 | 9
COc1ccc(Oc2cc(CNS(=O)(=O)N3CCCCCC3)ccn2)cc1 | -21
CN(CCCNC(=O)c1nc2ccccc2c(=O)[nH]1)C(=O)c1ccc2ccccc2c1 | 13
C=C(C)Cn1c(SCc2ccccc2Cl)nc2c1c(=O)n(C)c(=O)n2C | 5
O=C(CCc1nc(-c2ccncc2)no1)NCc1cccnc1-n1cncn1 | 3
O=C(Nc1ccc(F)c(Cl)c1)c1cnc(N2CCCCC2)c2ccccc12 | 7
O=C(OCc1cccc(F)c1)c1ccc(Cl)c(S(=O)(=O)N2CCCC2)c1 | -3
Cc1cccc(COc2ccc(CNC(=O)c3nccnc3N)cc2)c1 | -11
Cc1ccc(-c2nc(N)sc2CC(=O)OCC(=O)Nc2cccc3ccccc23)cc1 | 4
COC(=O)COc1ccc2c(=O)c(Oc3ccc(Br)cc3)c(C)oc2c1 | -2
CCN(CC)S(=O)(=O)c1ccc(Cl)c2ccccc12 | 4
CCN(CC)Cc1nc2sc(C(=O)OC)c(C)c2c(=O)[nH]1 | 7
Cc1ccccc1Nc1nnc(SCC(=O)Nc2ccnn2C2CCCC2)s1 | 0
O=C(CSc1nnc(-c2ccc3c(c2)OCO3)o1)Nc1ccc2c(c1)OC1(CCCC1)O2 | -1
CC(C)CC(=O)Nc1ccc2oc(-c3ccc(F)cc3Cl)nc2c1 | 10

Part of the list above in a different format:
SMILES: COC(=O)COc1ccc2c(=O)c(-c3ccc(Cl)cc3)coc2c1
  LDHA block: 4
SMILES: Cc1ccccc1OCC(=O)Nc1cc2c(cc1S(=O)(=O)c1ccc(F)cc1)n(C)c(=O)n2C
  LDHA block: 3
SMILES: CCN(CC)Cc1nc2sc(C(=O)OC)c(C)c2c(=O)[nH]1
  LDHA block: 7
SMILES: Cc1nc(NCc2ccc3c(c2)OCO3)c2c3c(sc2n1)CCCC3
  LDHA block: -6

4 entries drawn at random from the list so far, as already listed:
SMILES | LDHA block
Cc1cccc(COc2ccc(CNC(=O)c3nccnc3N)cc2)c1 | -11
O=C(/C=C/Nc1ccc(Oc2ccccc2)cc1)c1ccc(Br)cc1 | -2
CCN(CC)Cc1nc2sc(C(=O)OC)c(C)c2c(=O)[nH]1 | 7
CC(Oc1ccc(-c2ccccc2)cc1)C(N)=O (stereo not drawn) | -1

This is a subset. The share of hits here may be higher or lower than overall.
